GlmU inhibition – inhibition of mycobacterial GlmU enzyme – biochemical, glucosamine-1-phosphate acetyltransferase (AID 1376); M. tuberculosis GlmU acetyltransferase enzyme assay; higher % means a stronger effect; one-dose inhibition, %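 (tested at 30 µM in the primary screen)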; IC50 in µM for titrated hits; 0.25% of 220,000 active; in the data active = inhibition above about 13%; inconclusive = no clear call, values can overlap the other calls;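 also: 0% = complete reaction with vehicle and 100% = reaction without substrate; strong numbers were not always called active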
RmlCD inh 1536 – inhibitors of Mycobacterium tuberculosis RmlC and RmlD coupled enzymes; 0.03% of 160,000 active; RmlC+RmlD coupled enzyme assay, percent inhibition; primary screen in compound mixtures; inhibition, % at 3.6 µM; in the data active = inhibition mostly above about 34%, no sharp cut-off; inconclusive = no clear call, values can overlap the other calls; inactive = mostly below about 22%; also: some results filed as inactive read as strong as hits
Target sequence (P9WH09 whole entry, looked up): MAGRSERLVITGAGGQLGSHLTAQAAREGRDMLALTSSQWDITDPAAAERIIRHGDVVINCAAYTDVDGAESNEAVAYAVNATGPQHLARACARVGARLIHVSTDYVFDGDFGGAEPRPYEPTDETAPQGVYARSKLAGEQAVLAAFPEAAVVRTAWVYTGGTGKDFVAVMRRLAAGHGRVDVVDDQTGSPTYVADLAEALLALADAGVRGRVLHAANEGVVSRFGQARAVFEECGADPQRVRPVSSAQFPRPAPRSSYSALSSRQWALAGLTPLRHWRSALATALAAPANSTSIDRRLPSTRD
Target sequence (P9WH11 whole entry, looked up): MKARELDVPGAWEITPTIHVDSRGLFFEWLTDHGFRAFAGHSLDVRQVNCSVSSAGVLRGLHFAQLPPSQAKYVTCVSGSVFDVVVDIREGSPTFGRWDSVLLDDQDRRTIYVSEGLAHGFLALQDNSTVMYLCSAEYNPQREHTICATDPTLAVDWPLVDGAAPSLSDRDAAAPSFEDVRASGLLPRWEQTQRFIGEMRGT
* = called active by the depositor; ? = inconclusive; . = no result given; & = joins results of further samples. Only part of the results is shown. The share of hits here may be higher or lower than overall.

Screens in order – RmlCD inh 1536, GlmU inhibition
Cc1ccc(N2C(=O)[C@@H]3[C@H](C2=O)[C@H]2C=C(C(=O)c4ccccc4)C=CN2[C@@H]3C(=O)c2ccc(Cl)cc2)cc1
    -15, -5.8%
S=c1[nH]c(-c2ccccc2)cn1/N=C/c1ccc(Br)cc1
    8, 0.3%
O=C(NCc1ccco1)Nc1ccc(OC(F)(F)F)cc1
    4, -3.1%
Cc1ccc2c(c1)sc[n+]2Cc1ccccc1
    -10, -2.2%
O=C(CSc1nnc(C2CC2)n1-c1ccccc1)NCc1ccco1
    -4, 1.6%
C=CCc1cccc(/C=N/NC(=O)CNc2cccc3ccccc23)c1O
    ., -5.6%
CS(=O)(=O)N1CCC(C(=O)c2cccc(Cl)c2)CC1
    ., 1.3%
COc1cc2c(cc1OC)C1=C(C#N)CCC(=O)N1CC2
    -5, 4.2%
CCOC(=O)c1c(-c2ccc(F)cc2)csc1NC(=O)C1CCCO1 (stereo unspecified)
    -10, 0.4%
O=c1[nH]c(=S)n(Cc2ccc(F)cc2)c(O)c1C=NCCCn1ccnc1
    -6, 0.9%
C[n+]1ccccc1C1CCCC/C1=N\Nc1ccc([N+](=O)[O-])cc1[N+](=O)[O-] (stereo unspecified)
    -4, -5.7%
O=C(O)CCC(=O)NNC(=O)c1cccs1
    -6, 1.0%
Cc1ccc(S(=O)(=O)/N=C(\c2ccc(Cl)cc2)N2CCOCC2)cc1
    37, -1.8%
NC(=O)NCC(=O)N1CCC(C(O)(c2ccccc2)c2ccccc2)CC1
    9, 4.8%
CCCCNC(=O)CSc1nc2ccc(NC(=O)CSc3nnc(N)s3)cc2s1
    16, 1.9%
COc1ccc(-c2cc(C(F)(F)F)nc(S(=O)(=O)CCCC(=O)Nc3cccnc3Cl)n2)cc1OC
    -12, -0.5%
CCn1cc(/C=C2\SC(=O)N(CC(=O)Nc3ccc4c(c3)OCO4)C2=O)c2ccccc21
    ., 0.8%
OCC1(CCc2ccccc2)CCN(Cc2cccn2-c2cccnc2)CC1
    10, -6.4%
Cc1ccc(SCCN2CCN(CC(C)C)CCC2=O)cc1
    ., 1.2%
COC(=O)c1c(C)nc(C)c(C(=O)OC)c1-c1ccsc1
    -18, -8.0%
Cc1cccn2cc(-c3cc4ccccc4oc3=O)nc12
    3, 1.8%
O=C(Cn1nnc(-c2ccccc2)n1)N/N=C/c1cc([N+](=O)[O-])c(Cl)cc1Cl
    5, 0.6%
CCOC(=O)CCC(NC(=O)CCC(=O)NC(CCC(=O)OCC)C(=O)OCC)C(=O)OCC (stereo unspecified)
    -7, 5.0%
Cn1c(CN2CCOCC2)nc2cc(NC(=O)c3ccccc3Cl)ccc21
    -3, -1.8%
Cc1ccc(NC(=O)c2cc([N+](=O)[O-])ccc2N2CCCC2)cc1
    -6, 0.3%
O=C(Nc1ccc(Cl)cc1)OC1CN2CCC1CC2 (stereo unspecified)
    ., 6.1%
COC(=O)c1cccc2nc3c(C(C)O)cccc3nc12 (stereo unspecified)
    ., 0.9%
COc1ccc(C/C(O)=C(\C#N)c2nc3ccccc3[nH]2)cc1OC
    5, 3.0%
COc1ccc(N(C)S(=O)(=O)c2cccc(C(=O)NCC3CCCCC3)c2)cc1
    -7, -1.5%
COC(=O)c1ccc(CSc2nnc(-c3c[nH]c4ccccc34)n2-c2ccccc2)cc1
    7, -8.8%
C=CCn1c(SCC(=O)NC(=O)c2cccc([N+](=O)[O-])c2)nnc1-c1ccccc1
    12, -3.9%
C=CCNC(=O)c1ccc(C2SCC(=O)N2Cc2ccco2)cc1 (stereo unspecified)
    2, -6.1%
CN1CCN(c2ccc(CNS(=O)(=O)c3cccc(F)c3)cc2)CC1
    -9, -1.6%
COc1ccc([N+](=O)[O-])cc1N(CC1CO1)S(=O)(=O)c1ccc(C)cc1 (stereo unspecified)
    29, -5.7%
CC1(C)CCCN(C(=O)c2ccc3c(c2NCCO)C(=O)c2ccccc2C3=O)C1
    -2, 2.1%
O=C(C[n+]1ccc(CCSc2ccc(F)cc2)cc1)c1ccccc1
    -15, -16%
CCn1nnnc1SCC(=O)NCc1ccco1
    ., -1.6%
CCCCC(c1nnnn1CC1CCCO1)N1CCN(c2cc(Cl)ccc2C)CC1 (stereo unspecified)
    -13, -3.3%
O=S(=O)(/N=C(/Nc1ccc(Cl)c(S(=O)(=O)Nc2ccccc2Cl)c1)c1ccc(F)cc1)c1ccccc1
    -14, 2.6%
CN(C(=O)COC(=O)c1cc(-c2ccc(Cl)s2)nc2ccccc12)C1CCS(=O)(=O)C1 (stereo unspecified)
    -12, -3.0%
COc1ccc(-n2c(SCC(=O)N3CCN(c4ccccc4)CC3)nc3c(c2=O)SCC3)cc1
    -7, 4.7%&-3.3%
CCCc1cc(=O)[nH]c(SCC(=O)NCCC2=CCCCC2)n1
    -2, -6.7%
COc1ccc(C(=O)/C=C/NCc2ccc(F)cc2)cc1OC
    -3, -2.2%
Fc1ccc(Cn2cccc2C2=NC(c3ccccc3)CO2)cc1 (stereo unspecified)
    -6, -4.9%
O=C(O)CC1c2ccccc2S(=O)(=O)N1Cc1ccccc1 (stereo unspecified)
    -6, -0.1%
Cc1cccc(CC2S/C(=N/N=C/c3ccco3)N(c3ccccc3)C2=O)c1 (stereo unspecified)
    3, 2.8%
CCCCCCC(=O)N(O)C1CC(=O)N(c2ccccc2)C1=O (stereo unspecified)
    ., -4.0%
O=C(CCS(=O)(=O)c1cccc2nonc12)NCCc1ccccc1Cl
    -8, 1.6%
Cc1cc2ncn(C(=O)N3CCCC3)c2cc1C
    8, 2.1%
CC(C)(C)Cc1nnc(NS(=O)(=O)c2ccccc2)s1
    10, -0.5%
Cc1cccc(NC2=NCCCS2)c1
    ., -4.9%
CCOc1ccccc1NC(=O)c1c(Br)cnn1C
    9, 12%
Cc1c(C)c2c(C)nn(-c3ccccc3)c2[nH]c1=O
    ., -1.9%
Cc1ccc(S(=O)(=O)C2(C(=O)Nc3ccc(F)cc3)CC2)cc1
    7, -5.8%
COCCNC(=O)CSc1nc2nn(-c3ccccc3)c(=O)c-2c2n1CCCCC2
    -3, 0.3%
O=C(c1ccc(-c2ccccc2)cc1)C1CCCN(Cc2ccncc2)C1 (stereo unspecified)
    ., 7.2%
O=C(NC1C/C(=N/O)c2cc3c(cc21)OCO3)C(F)(F)F (stereo unspecified)
    -20, 2.5%
CC(C)c1onc(C(=O)NCc2ccccc2)c1[N+](=O)[O-]
    -7, 2.4%
Cc1cccc2cc3c(N)c(C(=O)Nc4ccc(N5CCOCC5)cc4)sc3nc12
    3, -4.2%
CCCNC(=O)COC(=O)c1ccccc1OCc1ccc(Cl)cc1
    2, 5.8%

Six entries drawn at random from the list so far:
Screens in order – RmlCD inh 1536, GlmU inhibition
O=C(NC1C/C(=N/O)c2cc3c(cc21)OCO3)C(F)(F)F (stereo unspecified)
    -20, 2.5%
CC(C)(C)Cc1nnc(NS(=O)(=O)c2ccccc2)s1
    10, -0.5%
O=C(CCS(=O)(=O)c1cccc2nonc12)NCCc1ccccc1Cl
    -8, 1.6%
CC(C)c1onc(C(=O)NCc2ccccc2)c1[N+](=O)[O-]
    -7, 2.4%
Cc1c(C)c2c(C)nn(-c3ccccc3)c2[nH]c1=O
    ., -1.9%
Cc1cccc2cc3c(N)c(C(=O)Nc4ccc(N5CCOCC5)cc4)sc3nc12
    3, -4.2%

The listing continues:
Screens in order – RmlCD inh 1536, GlmU inhibition
Cc1cc(C)c2c(C)c(C(=O)NCc3ccc(S(N)(=O)=O)cc3)oc2c1
    8, -3.3%
O=C(Cc1ccccc1)NC1c2ccccc2-c2ccccc21
    7, -6.8%
CN1C(=S)N(c2ccccc2)C(=O)/C1=C/c1ccco1
    6, -9.3%
CCOc1ccc(-c2nnn(CC(=O)N3CCCC(C)C3)n2)cc1 (stereo unspecified)
    3, -0.1%
Cc1nc(N2CCc3ccccc3C2)[nH]c(=O)c1Cc1ccccc1
    24, -0.1%
COc1ccc2cc(C(=O)N/N=C/c3sc4ccccc4c3O)ccc2c1
    ., 0.1%
Cc1ccc(NC(=O)C2=C(O)c3sccc3N(C)S2(=O)=O)cc1
    ., 8.9%
COc1ccc2c(C=O)c[nH]c2c1
    -10, 1.7%
O=C(Nc1cccnc1)c1cccc([N+](=O)[O-])c1
    ., -0.3%
C=CCn1cnc2c(NCc3ccccc3)ncnc21
    4, -0.3%
Cc1ccc(C(=O)N2CCN(c3ncccn3)CC2)o1
    ?, 0.9%
COc1cccc(-c2nc(-c3cccs3)no2)c1
    9, -3.7%
O=C(CN1C(=O)c2cccc3cccc(c23)C1=O)N1CCN(Cc2ccc3c(c2)OCO3)CC1
    7, -1.0%
CCN(C(=O)CCS(=O)(=O)c1ccc(Br)cc1)c1ccc2c(c1)OCO2
    -11, 1.4%
COc1ccc(-n2c(SCCC(=O)O)nnc2-c2ccncc2)cc1
    3, 2.0%

Part of the list above in order of molar mass, lowest first:
Screens in order – RmlCD inh 1536, GlmU inhibition
COc1ccc2c(C=O)c[nH]c2c1
    -10, 1.7%
C=CCn1cnc2c(NCc3ccccc3)ncnc21
    4, -0.3%
Cc1ccc(C(=O)N2CCN(c3ncccn3)CC2)o1
    ?, 0.9%
COc1ccc(-n2c(SCCC(=O)O)nnc2-c2ccncc2)cc1
    3, 2.0%
O=C(CN1C(=O)c2cccc3cccc(c23)C1=O)N1CCN(Cc2ccc3c(c2)OCO3)CC1
    7, -1.0%

Additional entries.
Screens in order – RmlCD inh 1536, GlmU inhibition
CCNC(=O)COc1cccc(C(=O)NCc2ccccc2)c1
    7, -0.3%
CC(C)(C)c1ccc(-c2nc(O)c(CC(=O)O)s2)cc1
    11, 1.7%
CCOc1ccc(N2C(=O)CC(n3nc(C)cc3C)C2=O)cc1 (stereo unspecified)
    ., 1.7%
COc1cc(/C=N/Nc2nncn2/N=C/c2ccc(O)c(OC)c2)ccc1O
    -7, 0.6%
O=C(c1nc2ccccn2c1CNCC1OCCc2ccccc21)N1CCOCC1 (stereo unspecified)
    -11, 0.8%
CC(C)CC1=NN(C(=O)c2ccncc2)C(O)(C(F)(F)F)C1 (stereo unspecified)
    -10, 5.3%
CN(CC(=O)NC1CCCCCCC1)S(=O)(=O)c1cccc2cccnc12
    -10, 2.1%
CC(C)CCN1CCN(Cc2cccn2-c2ccc(Cl)cn2)CC1CCO (stereo unspecified)
    -12, 2.5%
COC(=O)/C=C(\Oc1ccccc1)C1(O)CCCCC1
    ., -4.7%
CCOc1cc(S(=O)(=O)N2CCN(c3ccc(F)cc3)CC2)c(OCC)cc1-n1cnnn1
    ., -4.6%
CC1Cc2ccccc2N1C(=O)Cn1c(=O)oc2cc(S(=O)(=O)NC3CCCC3)ccc21 (stereo unspecified)
    12, 6.4%
COc1ccc(CCN2C(=O)CC(NNC(=O)c3ccccc3Br)C2=O)cc1 (stereo unspecified)
    7, 0.4%
Cc1ccc2c(c1)Oc1ccc(NC(=O)CCl)cc1C(=O)N2
    7, -1.6%
O=C(CSc1ccccc1)Nc1cc(Cl)ccc1Oc1ccccc1
    8, -4.0%
COc1cccc(C(=O)Nc2cnn(C(C)C)c2)c1
    4, 1.8%
CCN(CC)C(=O)CSc1nnc(-c2ccco2)n1Cc1ccco1
    ., 0.1%
CCOc1ccc(CNC(=O)C2CCN(S(=O)(=O)CC)CC2)cc1OC
    ., 6.2%
Cc1ccc(-c2n[nH]c(=S)n2/N=C/c2ccc(C)o2)cc1
    -8, 4.4%
COc1ccc(C)cc1-n1nnnc1SCC(=O)c1cc(C)n(Cc2ccco2)c1C
    1, 2.0%
COc1ccccc1NC(=O)CN1CCN(CC(=O)Nc2cc(NC(C)=O)ccc2OC)CC1
    ., -3.4%
CCc1cccc(OCC(=O)Nc2ccc(S(=O)(=O)Nc3onc(C)c3C)cc2)c1
    5, .
CCN(CC)CC(O)COc1ccccc1C(=O)CCc1ccccc1 (stereo unspecified)
    ., 1.9%
O=c1cc(O)c(-c2ccc(Cl)c(Cl)c2)c(Cl)[nH]1
    -14, .
N#Cc1ccccc1NC(=O)c1cccc(COc2ccc(Cl)cc2Cl)c1
    12, 2.5%
Cc1ccc2c(c1)c(-c1ccccc1)nc1nncn12
    -10, 8.4%
O=S(=O)(/N=C(\c1ccc(Cl)cc1)N1CCOCC1)c1ccccc1
    -7, 1.2%
Brc1ccc(-c2nnc3n2-c2ccccc2CC3)cc1
    -7, -0.1%
CCCN(CCC)CCNC(=O)C1CC(=O)N(c2ccc(OC)cc2)C1c1ccc(OC)cc1 (stereo unspecified)
    ., -6.5%
CC(C)c1ccc(C(=O)NCCCN2CCN(CCCNC(=O)c3ccc(C(C)C)cc3)CC2)cc1
    0, -10.0%
CC(C(=O)NC1CC1)c1ncc(C(F)(F)F)cc1Cl (stereo unspecified)
    11, -5.0%
Cc1cccc(OCC(=O)Nc2ccc(N3CCCC3)cc2)c1C
    ., -6.0%
CC(c1ccon1)N(C)C(=O)CCc1nnc(C2(c3ccc(Cl)cc3)CCC2)o1 (stereo unspecified)
    0, -3.2%
COc1ccc(CCN2C(=O)CC(NNC(=O)c3ccccc3Br)C2=O)cc1OC (stereo unspecified)
    -1, -2.4%

High-throughput results as filed in PubChem.
